Source: PubChem (National Center for Advancing Translational Sciences (NCATS))
Glioma ERSR ind – inducers of ER stress response in human glioma cells; actives 0.02% (n = 420,000); Potency, µM, inactives show at the highest dose activation, most hits filed as activators; AID 602332; U87-MG GRP78 promoter luciferase reporter, 16 h; active means well fitted activation curve with a large enough effect; inconclusive means small, poorly fitted or top-dose-only effect; inactive means no such curve, though single readings can be large or run the other way; further: series mostly up to about 76 µM; % of control where 0% means no effect; nearly all actives have a fitted effect of over 35% in size
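Stably transfected U87-MG glioma cells carrying a GRP78-based luciferase sensor; 16 h compound incubation. Luminescence end-point read 10 min after Bright-Glo addition at room temperature.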
The depositor's hits bear a star; ? = inconclusive. Potency means the concentration at half of the fitted maximal effect. An excerpt; rates above refer to the full screens.

SMILES | Glioma ERSR ind
Nc1nc2c(nc(Sc3ccc(Cl)cc3)n2C2OC(CO)C(O)C2O)c(=O)[nH]1 (centres undefined) | -2.7%
CSCC[C@@H]1NC(=O)[C@@H](NC(=O)[C@H](CCCNC(=N)N)NC(=O)[C@H](CC(C)C)NC(=O)[C@H](CCSC)NC(=O)[C@H](CC(=O)O)NC(=O)[C@H](Cc2ccccc2)NC(=O)[C@@H](N)CC(=O)O)CSSC[C@@H](C(=O)N[C@@H](Cc2c[nH]c3ccccc23)C(=O)N[C@@H](CCC(N)=O)C(=O)N[C@@H](Cc2ccc(O)cc2)C(=O)O)NC(=O)[C@@H]2CCCN2C(=O)[C@H](CCCNC(=N)N)NC(=O)[C@H](Cc2ccccc2)NC(=O)[C@H](C(C)C)NC(=O)[C@H](CCCNC(=N)N)NC(=O)CNC(=O)[C@H](CC(C)C)NC1=O | -1.8%
CN1CCN(c2cc3c(nn2)Oc2ccccc2N3C)CC1 | 0.2%
CCCCCCCC#Cc1ccccc1/C=N/S(=O)C(C)(C)C (centres undefined) | -2.6%
CCC[C@@H]1C[C@@H](C(=O)N[C@@H]([C@H]2O[C@H](SC)[C@H](O)[C@@H](O)[C@H]2O)[C@@H](C)O)N(C)C1 | -4.1%
CCOC(=O)c1ccc(C#Cc2ccc3c(c2)C(C)(C)CCS3)nc1 | 1.1%
N#Cc1cccc(-c2nc(NCc3cccs3)c3ccccc3n2)c1 | -3.7%
CN(C)c1ccc(-c2ccc3ncnc(N(C)Cc4ccco4)c3c2)cc1 | 0.4%
Cc1ccccc1-c1ccc(CN2CCc3nnc(CNC(=O)c4ccccn4)n3CC2)cc1 | -3.9%
CCN1CCCC1CNCc1cc2ccc(SC)cc2nc1-c1cc(OC)ccc1OC (centres undefined) | 0.5%
CC(C)(O)C#Cc1ccc(CN2CCc3nnc(CNC(=O)c4cccc(F)c4)n3CC2)cc1 | -4.0%
O=C(CN1C(=O)c2ccccc2C1=O)NCC1Cc2cccc(-c3ncccn3)c2O1 (centres undefined) | 0.1%
CCC1C(=O)NCCN1Cc1ccc2c(c1)CN(Cc1ccc3c(c1)OCCO3)CCO2 (centres undefined) | -3.6%
CCc1cc(C(=O)N2CCOc3ccc(CN4CCN(Cc5ccccn5)CC4)cc3C2)no1 | -3.8%
CO[C@H]1COC(=O)[C@@H](C)NC(=O)C/C=C\[C@@H](C)[C@H](OC)COC(=O)C/C=C\[C@@H]1C | -4.1%
CCOC(=O)N/N=C1/C[C@@H](O)[C@@H](O)[C@@H]2[C@@H]3C(=O)N(c4cccc(Oc5ccccc5)c4)C(=O)[C@H]3CC[C@@H]12 | -2.6%
COc1ccccc1-c1cc(Nc2ccc(F)cc2)ncn1 | -3.0%
CCCC[C@H](CC)CN1CN(C[C@@H](CC)CCCC)CC(C)(N)C1 | -4.9%
COc1cccc(-c2nc3cc(SC)ccc3cc2CN(C(=O)c2csc(C)n2)C2CC2)c1 | -7.2%
Cn1sc(=O)n(Cc2ccccc2)c1=O | -11.8%
COc1cccc([C@H](O)Cn2cc(-c3cccc(CON=C(C)C)c3)nn2)c1 | -4.0%
C/C(=C\c1ccco1)CN1CCOc2ccc(C(C)(O)COc3ccccc3)cc2C1 (centres undefined) | 3.5%
COc1ccc(-n2c(=O)c(-c3cccs3)nc3cnc(N4CCN(C)CC4)nc32)cc1 | -0.6%
CN(C)c1ccc(-c2cncnc2NCCN2CCOCC2)cc1 | ?
CCN1C(=O)N[C@@H](c2ccccc2)C1=O | -4.4%

(next part)
SMILES | Glioma ERSR ind
CCCC(=O)OC1(C(=O)CO)CCC2C3CCC4=CC(=O)CCC4(C)C3C(O)CC21C (centres undefined) | -6.7%
Cn1cccc1C(=O)N1CCC2(CC1)CN(C(c1ccccc1)c1ccccc1)C2 | -2.6%
NC(=O)[C@H]1O[C@@H](O)[C@H](O)[C@@H](O)[C@@H]1O | -3.5%
O=c1oc(-c2ccc(C(F)(F)F)cc2)nn1Cc1cc(Cl)ccc1O | -11.7%
COc1cc2c(c(OC)c1OC)-c1c(cc3c(c1OC)OCO3)CC(C)C(C)(O)C2 (centres undefined) | -3.0%
CN(Cc1ccco1)c1ncncc1-c1ccoc1 | -4.9%
CN(C)CCc1c[nH]c2ccc(CS(=O)(=O)N3CCCC3)cc12 | -2.6%
COc1oc(=O)c2cc(N)ccc2c1Cl | -10.2%
Cc1ccccc1OCC(O)CNCCOc1ccc(C(N)=O)cc1 (centres undefined) | -5.7%
CC(C)(S)[C@H](N)C(=O)O | -1.4%
O=c1[nH]cnc2c1ncn2C1CC(O)C(CO)O1 (centres undefined) | -0.4%
Cc1cccc(C)c1NC(=O)CN1CCCCCC1 | -4.0%
Cc1ccccc1N1C(=O)c2cc(S(N)(=O)=O)c(Cl)cc2N[C@H]1C | -1.0%
CCc1nc2cc(C(=O)N(C)CC3COCCO3)cc(NC(=O)c3ccccc3OC)c2n1C (centres undefined) | -1.9%
COCC(=O)Nc1cc(C(=O)N2CCCC(C(N)=O)C2)cc2nc(-c3ccccc3)n(C)c12 (centres undefined) | -3.5%
N[C@H](Cn1ccc(=O)n(Cc2ccccc2C(=O)O)c1=O)C(=O)O | -0.4%
O=[N+]([O-])c1cccc(S(=O)(=O)NCCNS(=O)(=O)c2cccc([N+](=O)[O-])c2)c1 | -4.8%
CC[C@H](C)[C@H](NC(=O)[C@H](Cc1ccc(O)cc1)NC(=O)[C@H](Cc1cnc[nH]1)NC(=O)[C@H](CCCNC(=N)N)NC(=O)[C@H](CC(C)C)NC(=O)[C@H](C)NC(=O)[C@H](CO)NC(=O)[C@H](Cc1ccc(O)cc1)NC(=O)[C@H](Cc1ccc(O)cc1)NC(=O)[C@H](CCCNC(=N)N)NC(=O)[C@H](C)NC(=O)[C@H](CCSC)NC(=O)[C@H](CC(=O)O)NC(=O)[C@H](CCC(=O)O)NC(=O)[C@H](C)NC(=O)[C@@H]1CCCN1C(=O)[C@H](C)NC(=O)[C@H](CC(=O)O)NC(=O)[C@H](CCC(=O)O)NC(=O)CNC(=O)[C@@H]1CCCN1C(=O)[C@H](CC(N)=O)NC(=O)[C@H](CC(=O)O)NC(=O)[C@@H]1CCCN1C(=O)[C@H](CCCCN)NC(=O)[C@H](CO)NC(=O)[C@@H]1CCCN1C(=O)[C@@H](N)Cc1ccc(O)cc1)C(=O)N[C@@H](CC(N)=O)C(=O)N[C@@H](CC(C)C)C(=O)N[C@@H](CC(C)C)C(=O)N[C@H](C(=O)N[C@@H](CCCNC(=N)N)C(=O)N1CCC[C@H]1C(=O)N[C@@H](CCCNC(=N)N)C(=O)N[C@@H](Cc1ccc(O)cc1)C(N)=O)[C@@H](C)O | -4.9%
C[C@@H]1CN(Cc2ccc3c(c2)CN(Cc2coc4ccccc4c2=O)CCO3)C[C@H](C)O1 | -0.3%
COc1cccc(Cn2c(=O)c(-c3cn(C)c4ccccc34)nc3cnc(N4CCOCC4)nc32)c1 | -4.1%
COc1cc(CN2CCOc3ccc(CN4CCC(O)(c5cccnc5)CC4)cc3C2)cc(OC)c1 | -5.9%
COc1ccc(CN2CCCC(n3cc(C(=O)N4CCCCC4)nn3)C2)c(OC)c1OC (centres undefined) | -4.8%
CN(C)C(=O)c1ccc(-c2cncnc2NCCN2CCOCC2)cc1 | -1.8%
O=C(O)[C@@H]1CSCN1 | -2.6%
CN(N=O)C(=O)N[C@H]1[C@@H](O)[C@H](O)[C@H](CO)O[C@@H]1O | -3.5%

13 structures out of the list, arranged by heavy-atom count, lowest first.
SMILES | Glioma ERSR ind
O=C(O)[C@@H]1CSCN1 | -2.6%
CC(C)(S)[C@H](N)C(=O)O | -1.4%
CCN1C(=O)N[C@@H](c2ccccc2)C1=O | -4.4%
COc1ccccc1-c1cc(Nc2ccc(F)cc2)ncn1 | -3.0%
CCCCCCCC#Cc1ccccc1/C=N/S(=O)C(C)(C)C (centres undefined) | -2.6%
O=c1oc(-c2ccc(C(F)(F)F)cc2)nn1Cc1cc(Cl)ccc1O | -11.7%
CN(C)c1ccc(-c2ccc3ncnc(N(C)Cc4ccco4)c3c2)cc1 | 0.4%
COc1cc2c(c(OC)c1OC)-c1c(cc3c(c1OC)OCO3)CC(C)C(C)(O)C2 (centres undefined) | -3.0%
O=C(CN1C(=O)c2ccccc2C1=O)NCC1Cc2cccc(-c3ncccn3)c2O1 (centres undefined) | 0.1%
C[C@@H]1CN(Cc2ccc3c(c2)CN(Cc2coc4ccccc4c2=O)CCO3)C[C@H](C)O1 | -0.3%
CCc1nc2cc(C(=O)N(C)CC3COCCO3)cc(NC(=O)c3ccccc3OC)c2n1C (centres undefined) | -1.9%
COc1cc(CN2CCOc3ccc(CN4CCC(O)(c5cccnc5)CC4)cc3C2)cc(OC)c1 | -5.9%
CSCC[C@@H]1NC(=O)[C@@H](NC(=O)[C@H](CCCNC(=N)N)NC(=O)[C@H](CC(C)C)NC(=O)[C@H](CCSC)NC(=O)[C@H](CC(=O)O)NC(=O)[C@H](Cc2ccccc2)NC(=O)[C@@H](N)CC(=O)O)CSSC[C@@H](C(=O)N[C@@H](Cc2c[nH]c3ccccc23)C(=O)N[C@@H](CCC(N)=O)C(=O)N[C@@H](Cc2ccc(O)cc2)C(=O)O)NC(=O)[C@@H]2CCCN2C(=O)[C@H](CCCNC(=N)N)NC(=O)[C@H](Cc2ccccc2)NC(=O)[C@H](C(C)C)NC(=O)[C@H](CCCNC(=N)N)NC(=O)CNC(=O)[C@H](CC(C)C)NC1=O | -1.8%

Arranged by the number under Glioma ERSR ind (low to high): three of the compounds above
mol,Glioma ERSR ind
COc1cccc(Cn2c(=O)c(-c3cn(C)c4ccccc34)nc3cnc(N4CCOCC4)nc32)c1,-4.1%
Cc1ccccc1-c1ccc(CN2CCc3nnc(CNC(=O)c4ccccn4)n3CC2)cc1,-3.9%
CCCCCCCC#Cc1ccccc1/C=N/S(=O)C(C)(C)C (centres undefined),-2.6%

(listing goes on)
SMILES | Glioma ERSR ind
CN1CCN(c2nc(-c3ccc4c(c3)OCO4)nc3ccccc23)CC1 | -3.3%
CC(C)=NOC[C@@H](O)[C@@H]1O[C@@H]2OC(C)(C)O[C@@H]2[C@H]1O | 0.4%
CCCCC[C@H](O)/C=C/[C@@H]1[C@@H](C/C=C\CCCC(=O)O)[C@@H](O)C[C@@H]1O | -3.9%
CC1(C)S[C@@H]2[C@H](NC(=O)COc3ccccc3)C(=O)N2[C@H]1C(=O)O (tested in a mixture with another compound) | -4.6%
CC(C)OC(=O)Nc1ccc2nc(-c3cscn3)[nH]c2c1 | -2.1%
O=C(O)c1ccncc1 | -2.5%
CC(NC(=O)c1cccnc1)c1nnc2n1CCN(Cc1ccc(-c3ccccc3)cc1)CC2 (centres undefined) | -5.9%
COC(OC)[C@@H](C)[C@H](OC)[C@@H](C)[C@H](OC)c1ccccc1 | -4.7%
COCC(=O)Nc1c(I)c(C(=O)NC[C@@H](O)CO)c(I)c(C(=O)N(C)C[C@@H](O)CO)c1I | -3.5%
CCOC(=O)N/N=C1/C[C@@H](O)[C@@H](O)[C@@H]2[C@@H]3C(=O)N(C[C@@H]4CCCO4)C(=O)[C@H]3CC[C@H]12 | -4.2%
COc1c(CC(=O)c2cc3c(cc2O)OC(C)(C)C(O)C3)ccc2c1C=CC(C)(C)O2 (centres undefined) | 0.2%
O=C(/C=C/c1ccc(O)c(O)c1)c1ccc(O[C@@H]2O[C@H](CO)[C@@H](O)[C@H](O)[C@H]2O)c(O)c1O | -3.1%
CC(C)C(=O)SCCCCCCC(=O)Nc1nc(-c2ccccc2)cs1 | ?
COc1ccc(CNc2ncnc3ccc(-c4ccc5c(c4)OCO5)cc23)c(OC)c1 | 3.1%
CC1(C)S[C@@H]2[C@H](NC(=O)[C@H](N)c3ccccc3)C(=O)N2[C@@H]1C(=O)OCOC(=O)[C@@H]1N2C(=O)C[C@@H]2S(O)(O)C1(C)C | -4.2%
Cc1cccc(CNc2ncncc2-c2ccccc2CN(C)C)c1 | -0.5%
C=C1/C(=C\C=C2/CCC[C@]3(C)[C@@H]([C@H](C)/C=C/[C@@H](O)C4CC4)CC[C@@H]23)C[C@@H](O)C[C@@H]1O | 12.3%
O=c1c(-c2ccccc2)c1-c1ccccc1 | -11.4%
CC(=O)[C@H]1CC[C@@H]2[C@H]3CC=C4C[C@@H](O)CC[C@]4(C)[C@H]3CC[C@]12C | -2.5%
CSCC[C@H](NC(=O)[C@H](CC(C)C)NC(=O)[C@H](CO)NC(=O)[C@H](CCC(=O)O)NC(=O)[C@H](CC(C)C)NC(=O)[C@H](Cc1ccc(O)cc1)NC(=O)[C@H](CCCCN)NC(=O)[C@H](CCCCN)NC(=O)[C@H](C)NC(=O)[C@H](CO)NC(=O)[C@H](CC(C)C)NC(=O)[C@H](CCC(N)=O)NC(=O)CNC(=O)[C@H](CC(C)C)NC(=O)[C@H](CC(C)C)NC(=O)[C@H](CCCCN)NC(=O)[C@H](CO)NC(=O)[C@H](Cc1ccccc1)NC(=O)[C@H](CC(=O)O)NC(=O)[C@H](CO)NC(=O)[C@@H](NC(=O)[C@H](Cc1ccccc1)NC(=O)[C@@H](NC(=O)CNC(=O)[C@H](CC(=O)O)NC(=O)[C@H](C)NC(=O)[C@@H](N)Cc1cnc[nH]1)C(C)C)[C@@H](C)O)C(N)=O | -1.6%
COc1cc(CN2CCC3(CCC(CNC(=O)c4ccco4)O3)CC2)ccc1O (centres undefined) | -0.6%
CN(Cc1ccco1)c1ncncc1-c1cccc(C#N)c1 | -1.3%
CC(C)=NO[C@@H](C)c1cn([C@@H]2COC[C@@H]2O)nn1 | -3.9%
O=C(c1ccco1)N1CCC2(CCCN(c3ccncc3)C2)CC1 | -2.7%
CCOC(=O)OCC1OC(c2ccccc2)C=CC1Oc1ccc2oc(=O)cc(C)c2c1 (centres undefined) | -3.5%
CC(C)c1c(C(=O)NCc2ccccn2)cnn1-c1nccc(-c2ccccc2F)n1 | -0.8%
CNC1C(O)C(OC2C(N)CC(N)C(OC3OC(CN)=CCC3N)C2O)OCC1(C)O (centres undefined) | -0.6%
